# Screens from PubChem BioAssay.
# HTR5A ag ctr – activates human HTR5A in OPRM1-OPRD1 agonist counter-screen; HTR5A agonist assay, luminescence, cell-based; 340,000 compounds, 0.61% hits; activation, % at 9.3 µM; P47898; AID 504692; in the data active means activation mostly above about 9.5%, no sharp cut-off; inactive means mostly below about 7.6%;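 further: 0% = cells with vehicle only and 100% = reference agonist; strong numbers were not always called active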
# Target sequence (P47898 whole entry, looked up): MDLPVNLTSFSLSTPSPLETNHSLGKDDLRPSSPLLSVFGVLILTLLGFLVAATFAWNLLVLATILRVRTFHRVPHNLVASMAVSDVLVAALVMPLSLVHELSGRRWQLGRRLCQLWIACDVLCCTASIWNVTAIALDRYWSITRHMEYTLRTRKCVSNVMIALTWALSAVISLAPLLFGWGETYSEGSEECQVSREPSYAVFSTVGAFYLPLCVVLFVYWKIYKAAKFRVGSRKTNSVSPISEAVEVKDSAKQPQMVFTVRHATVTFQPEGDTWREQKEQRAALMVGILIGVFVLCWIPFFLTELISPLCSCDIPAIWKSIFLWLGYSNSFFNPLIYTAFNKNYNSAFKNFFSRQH
# CDK5 p35 inh – blocks human CDK5/p35 kinase activity; 330,000 compounds, 0.01% hits; inhibition, % at 10 µM; Q00535+Q15078; Recombinant CDK5/p35, ADP-Glo luminescence, 60 min;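 active means highest replicate inhibition of at least 50% and at least 75% of replicates reaching 50%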;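 further: plate controls were DMSO neutral control for no effect and GW8510 at 10 µM for full effect; many of its hits are not listed in these tables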
# Target sequence (Q00535 whole entry, looked up): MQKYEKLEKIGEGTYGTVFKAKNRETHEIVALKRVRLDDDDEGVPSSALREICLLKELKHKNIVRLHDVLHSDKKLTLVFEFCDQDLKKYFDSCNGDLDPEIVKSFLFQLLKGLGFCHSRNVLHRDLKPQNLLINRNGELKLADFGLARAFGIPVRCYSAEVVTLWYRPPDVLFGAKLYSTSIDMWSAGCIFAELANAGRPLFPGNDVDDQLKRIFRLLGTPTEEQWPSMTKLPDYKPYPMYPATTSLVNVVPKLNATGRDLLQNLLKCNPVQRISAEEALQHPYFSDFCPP
# Target sequence (Q15078 whole entry, looked up): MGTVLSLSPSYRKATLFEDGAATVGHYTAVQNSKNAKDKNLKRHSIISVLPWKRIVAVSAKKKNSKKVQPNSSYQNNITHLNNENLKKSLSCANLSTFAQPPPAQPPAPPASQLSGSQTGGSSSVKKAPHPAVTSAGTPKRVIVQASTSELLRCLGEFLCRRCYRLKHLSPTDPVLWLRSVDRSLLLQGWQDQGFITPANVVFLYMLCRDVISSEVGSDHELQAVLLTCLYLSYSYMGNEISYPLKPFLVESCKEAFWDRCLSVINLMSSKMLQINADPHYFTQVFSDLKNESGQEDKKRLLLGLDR
# AddAB inh – less growth of phage-infected E. coli with AddAB; 330,000 compounds, 0.29% hits; E. coli expressing H. pylori AddAB, absorbance growth; inhibition, % at 11.9 µM; in the data active means inhibition above about 12%;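 further: 0% = vehicle wells of infected cells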
# E coli growth – reduces bacterial viability in AddAB counter-screen; inhibition, % at 11.9 µM; AID 449728; E. coli V3065 growth, OD600 absorbance, 18 h; 330,000 compounds, 0.27% hits;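 active means inhibition above the campaign's mean inhibition across all tested compounds plus 3 SD, cut at about 9.9% in these data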;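 further: uninfected addAB+ strain grown without phage in ampicillin broth; 0% = DMSO wells and 100% = ciprofloxacin 0.95 µg/ml wells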
# SUMO Mot1 rescue – inhibitors of SUMOylation pathway: yeast Mot1-301 growth rescue | 320,000 compounds, 1% hits | growth rescue, % at 18.8 µM | S. cerevisiae Mot1-301 growth rescue, ATP luminescence, 38.5C; percent above DMSO median, 100 means doubled;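 active means every valid replicate shows activation above 250% relative to neutral control wells; inactive means the rest, any valid replicate at or below 250%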;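 further: OY570 slx delta 5 strain wells were the positive control but not used for scaling; some compounds called inactive have numbers as strong as hits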
# phage Ecoli inh – E. coli growth loss with phage present; growth absorbance; inhibition, % at 11.9 µM; 360,000 compounds, 0.26% hits; AID 651602; in the data active means inhibition above about 11%
# Tat transport – E. coli Tat transport inhibition; E. coli MC4100 TorA-mCherry Tat export, fluorescence; inhibition, % at 10 µM; 340,000 compounds, 0.036% hits; AID 488895;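 active means mean replicate inhibition at least 50% and at least half of replicates individually reaching 50%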;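 further: exported cargo escapes ClpAP degradation while cytoplasmic cargo is degraded and loses fluorescence; 0% = median of neutral control wells and 100% = median of NaSCN control wells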
# PKA-R2B activ – activators of human PKA-R2B complex | 340,000 compounds, 0.079% hits | PKA-R2B holoenzyme dissociation, Cy5-IP20 fluorescence polarization; R2B truncated from residue 108, S112A mutant; 0% DMSO only, 100% 113 µM cGMP | activation, % at 11.4 µM | P22694+P31323;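 active means activation above a cutoff set at the mean over all compounds plus 3 SD, cut at about 18% in these data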;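 further: higher means more holoenzyme dissociation and a rise in polarization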
# HTR5A inv ctr – inverse agonist of human HTR5A in OPRM1-OPRD1 counter-screen; HTR5A cell line, luminescence, inverse agonism; inhibition, % at 9.3 µM; 340,000 compounds, 0.083% hits; P47898; in the data active means inhibition mostly above about 23%, no sharp cut-off; inactive means mostly below about 18%;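 further: 0% = cells with DMSO and 100% = no-cell wells with DMSO; some compounds called inactive have numbers as strong as hits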
# PKA-R1A act – PKA-R1A complex activation | PKA-R1A dissociation, Cy5-IP20 fluorescence polarization; scaled: DMSO 0%, 113 µM cGMP 100% | activation, % at 11.4 µM | 340,000 compounds, 0.083% hits;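 active means percent activation above the mean of all tested compounds plus 3 SD, cut at about 19% in these data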;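 further: higher means more PKAc released from R1A so a rise in polarization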
# DAGLB inhibitor – diacylglycerol lipase beta (human) inhibition; Q8NCG7; HEK293T DAGLB membrane lysate, EnzChek fluorogenic substrate; inhibition, % at 5.17 µM; 340,000 compounds, 0.059% hits; AID 504411; in the data active means inhibition above about 34%;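 further: 0% = enzyme with vehicle and 100% = wells lacking enzyme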
# Numbers without * were called inactive; . = no result given. Compounds were not picked by outcome; 2.3% or so of the library scored in one or more.
# Under each structure: HTR5A ag ctr	CDK5 p35 inh	AddAB inh	E coli growth	SUMO Mot1 rescue	phage Ecoli inh	Tat transport	PKA-R2B activ	HTR5A inv ctr	PKA-R1A act	DAGLB inhibitor
- Cc1[nH]c2ccccc2c1C(=O)CSc1nccc(=O)[nH]1
 : 0	-1.5	1.3	0.6	-12	-0.8	6	-15	1	-4	1
- Cc1c(Cl)cccc1NC(=O)CNC(=O)c1ccco1
 : -4	0.4	1.2	-0.7	-7	1.0	7	12	15	-1	-1
- O=C(NCC1CCCN(C(=O)NCc2ccccc2)C1)c1ccc2c(c1)OCO2 (stereo unspecified)
 : 2	0.2	4.0	-0.9	-14	3.2	-3	-10	-15	13	-1
- Cc1sc2ncnc(OCC(=O)NC(C)C)c2c1C
 : -2	1.3	1.6	-1.3	7	2.1	4	5	4	-12	-3
- Cc1ccc(-c2csc(N(CCO)CCCn3c(C(F)(F)F)nc4cc(C(F)(F)F)ccc43)n2)cc1
 : 1	1.1	0.8	0.2	4	0.5	-7	-7	6	-1	-15
- COc1ccc(CC(=O)N/N=C(\C)CC(=O)Nc2cccc(F)c2)cc1
 : -1	2.6	2.0	0.3	14	2.5	-5	4	-3	-15	1
- CCCCCN(C(=O)CCC(=O)OCc1ccc(C(C)C)cc1)c1c(N)n(CCCC)c(=O)[nH]c1=O
 : -4	0.3	0.4	-0.3	-6	4.3	-9	-13	10	5	8
- C/C(CC(=O)Nc1ccc2c(c1)OCCO2)=N\NC(=O)c1ccccc1F
 : 0	1.2	2.3	-2.3	-12	0.4	-1	1	0	-2	-3
- Fc1ccc(Cn2cc(C(=S)N3CCOCC3)c3ccccc32)cc1
 : 3	-0.8	0.8	0.0	13	0.6	9	-5	-9	3	-3
- COc1ccc(-c2c(NC(=O)c3ccco3)oc3ccc(Cl)cc3c2=O)cc1
 : 1	-2.4	0.1	1.7	-18	-1.6	2	2	17	5	2
- COCC(=O)N1CCC(Oc2ccc(C(=O)NCCc3ncccc3C)cc2)CC1
 : -2	2.1	1.0	0.6	93	2.2	6	3	16	0	-1
- Cc1ccc(NC(=O)N(CCC#N)Cc2ccccc2)cc1
 : 1	-0.7	-1.0	-2.6	-11	3.4	-4	1	-11	1	2
- CCOC(=O)[C@H]1[C@H]2COc3ccc(C)cc3[C@@H]2N2C(=O)c3cc(OC)c(OC)cc3NC(=O)[C@@]12C
 : -2	0.5	6.2	1.2	9	2.1	1	11	6	-4	-4
- Cc1cccc(N2C(=O)N3[C@H](c4ccc(F)cc4)[C@@H]4C(=O)N(C5CCCCC5)C(=O)[C@@H]4[C@]3(Cc3ccc(Cl)cc3)C2=O)c1
 : -2	1.2	-0.2	-0.4	1	4.7	-2	-2	5	0	-1
- CN(C)C(=O)COC(=O)c1cccc(S(=O)(=O)Nc2ccc(OCc3ccccc3)cc2)c1
 : 5	0.2	-1.0	0.8	-6	2.4	-7	-7	10	0	-2
- O=c1[nH]c(NCCCO)nc2c1C1(CCCC1)Cc1ccccc1-2
 : -2	1.1	1.1	-1.1	-15	3.0	-5	-16	-8	3	0
- COc1ccc(CCC2(C)NC(=O)N(C(C)C(=O)Nc3ccccc3F)C2=O)cc1 (stereo unspecified)
 : -1	1.2	-1.6	0.2	-17	1.7	2	1	4	1	1
- Cc1nn(C)cc1CNC(=O)C1CCC(=O)N(CC2CCCCC2)C1 (stereo unspecified)
 : 3	-1.3	4.9	3.6	9	3.5	-7	-3	0	-11	4
- O=C(NCCc1ccccc1Cl)C1CCC(=O)N(CCCc2ccccc2)C1 (stereo unspecified)
 : -3	-0.8	4.0	0.9	53	3.5	5	1	-16	3	0
- Fc1ccc(NC(=S)NCCc2ccccn2)cc1
 : 6	0.2	-2.4	-2.5	-4	0.4	-1	-4	-15	-4	0
- O=C(O)c1ccccc1NC(=O)c1cc(-c2ccccc2)nc2ccccc12
 : 3	3.9	2.9	-1.9	-4	3.2	3	-21	-20	-5	10
- O=C(Nc1ncn[nH]1)c1ccc(Cl)c(Cl)c1
 : 3	1.6	.	.	.	0.4	5	-9	-7	-9	0
- O=C(NC1CCCC1)C(c1ccncc1)N(C(=O)c1csnn1)c1ccccc1F (stereo unspecified)
 : 2	1.9	-0.3	-0.6	3	-1.3	4	-8	4	-7	0
- O=C(C1CCCCC1)N1CCN(S(=O)(=O)c2ccc(Cl)cc2)CC1
 : 2	-3.0	4.5	0.0	-12	3.6	-1	3	-5	-6	-1
- CC(=O)c1cnc(Nc2nc(C)c3cc(C)c(C)cc3n2)nc1C
 : 10	-1.6	-5.2	-1.1	6	2.4	-1	-11	-14	-10	1
- CCN(CC)CC(O)c1cccn1-c1ccc(CNC(=O)NC(C)C)cc1 (stereo unspecified)
 : 1	0.7	1.4	1.6	-9	3.0	3	-3	7	7	-1
- Cc1ccc(CNC(=O)c2ccc(N3CCC4(CC3)CC(c3cccc(Br)c3)=NO4)c(N)c2)cc1
 : -1	-0.3	1.9	-1.5	-7	-1.5	9	0	6	-13	-3
- COc1ccccc1-c1cc(C(=O)N/N=C/c2ccoc2)c2ccccc2n1
 : 2	0.8	3.0	-0.3	0	2.0	16	-1	-6	6	-4
- Cc1ccccc1OCC(O)CN1CCCCC1 (stereo unspecified)
 : -5	-1.8	1.6	0.2	-8	2.8	5	-15	-18	-9	-6
- CCn1c(SCC(=O)NNC(=O)c2ccc(C)cc2)nnc1C1CC1
 : 0	2.5	2.5	1.1	-16	1.4	2	7	15	-4	-1
- COc1cccc(-c2csc(NC(=O)Nc3ccccc3)n2)c1
 : 5	0.6	2.3	-2.4	18	-0.1	6	-6	-20	-7	-3
- O=c1[nH]oc2cc(Cl)ccc12
 : 4	-0.3	0.8	-0.6	5	-2.8	-6	-6	0	-1	-1
- COc1ccc(S(=O)(=O)N2CCN(CC(=O)NCC3(N4CCOCC4)CCCCC3)CC2)cc1
 : -6	0.4	1.6	2.6	-2	-1.5	-4	8	15	1	3
- Cc1ccc(C(=O)NCC(=O)N(C)CC(=O)Nc2c(Cl)cccc2Cl)s1
 : -1	0.6	2.1	2.3	-10	1.5	-5	-13	3	-10	0
- O=C(COc1ccccc1)NCC(=O)Nc1ccncc1
 : -2	-0.1	2.9	4.7	20	-0.1	2	0	7	-9	1
- O=C(NC1CCCCC1)N1CCN(C(c2ccccc2)c2ccccc2)CC1
 : 1	-0.9	2.1	-2.5	-14	3.3	20	11	9	-5	-6
- Cc1ccc(C(=O)OCC(=O)Nc2cccc(S(=O)(=O)N3CCOCC3)c2)o1
 : 3	-0.9	3.1	-0.2	5	0.7	10	-4	-6	-3	1
- CC1(C)C(=O)Nc2ccccc2N1C(=O)COc1ccccc1C#N
 : -2	-0.5	-0.7	-2.3	12	1.7	4	-15	9	1	1
- COc1ccc(C)cc1NC(=O)C(=O)NCc1ccncc1
 : 2	-0.7	1.4	-0.7	-2	1.2	2	-8	-24	0	-1
- COc1ccc(Nc2nc(Cl)nc(NCc3ccco3)n2)c(OC)c1
 : -2	0.2	0.4	-0.9	-21	3.7	1	-1	14	6	-5
- CC(C)CC(=O)C1=C(O)C(=O)N(Cc2ccccc2)C1c1ccccc1 (stereo unspecified)
 : 3	-0.3	0.8	-0.2	-8	-0.9	-4	-3	-25	-14	-1
- Cc1cc2oc(C(=O)NCc3ccc4c(c3)OCO4)c(C)c2cc1C
 : 4	-1.6	-1.0	1.0	-17	2.4	-9	-2	8	-6	-8
- CS(=O)(=O)N1CCN(C(=O)CCC2CCCC2)CC1
 : -1	1.9	4.4	-0.5	332*	0.7	-1	-1	3	-3	-1
- CC(=O)Nc1ccc(C(=O)NNC(=O)c2ccc(Cl)cc2)cc1
 : 1	-0.4	0.1	1.3	-19	1.8	-7	2	4	3	2
- COc1ccc(CCNC(=O)C(C)Sc2ccccc2)cc1OC (stereo unspecified)
 : 8	0.3	4.7	0.7	-16	-0.3	3	-4	-23	-8	4
- O=C(NCc1cc(F)cc(C(F)(F)F)c1)C1CCC(=O)N(C2CCCC2)C1 (stereo unspecified)
 : 2	1.0	-0.7	-2.1	5	-0.2	-4	-8	-9	-3	1
- CCOC(=O)c1cc(C)n(CCc2ccccc2)c1C
 : -1	0.0	-0.2	-1.6	423	2.2	-5	-2	11	-1	-8
- Cc1cc(C)cc(NC(=S)N(Cc2ccc(Br)cc2)Cc2ccc(C(=O)O)cc2)c1
 : -4	0.8	3.1	0.5	-8	3.4	-3	2	26	8	3
- CCCN1CCN(CCCNC(=S)Nc2ccc(F)cc2)CC1
 : 3	-0.5	4.0	1.8	-6	5.6	1	1	-3	-2	-1
- COc1ccc(NC(=O)CCCSc2ccccc2)cc1
 : -3	-6.4	3.9	2.5	-1	1.1	-3	3	25	-1	-5
- Cc1ccccc1OCC(=O)Nc1ccc(Cc2ccncc2)cc1
 : -3	-1.9	2.1	2.3	20	4.2	8	-2	8	-5	-2
- Cc1cc(NC(=O)COc2coc(CN3CCN(c4ccccc4F)CC3)cc2=O)no1
 : -5	0.7	0.2	0.4	-6	2.6	5	-3	9	0	2
- COc1ccc(CCNC(=O)COc2ncnc3cc([N+](=O)[O-])ccc23)cc1
 : 7	0.9	3.2	-2.1	5	1.7	-1	1	23	5	-1

# A second format for four compounds above.
> CC(=O)Nc1ccc(C(=O)NNC(=O)c2ccc(Cl)cc2)cc1
  HTR5A ag ctr = 1
  CDK5 p35 inh = -0.4
  AddAB inh = 0.1
  E coli growth = 1.3
  SUMO Mot1 rescue = -19
  phage Ecoli inh = 1.8
  Tat transport = -7
  PKA-R2B activ = 2
  HTR5A inv ctr = 4
  PKA-R1A act = 3
  DAGLB inhibitor = 2
> COc1ccc(CCNC(=O)C(C)Sc2ccccc2)cc1OC (stereo unspecified)
  HTR5A ag ctr = 8
  CDK5 p35 inh = 0.3
  AddAB inh = 4.7
  E coli growth = 0.7
  SUMO Mot1 rescue = -16
  phage Ecoli inh = -0.3
  Tat transport = 3
  PKA-R2B activ = -4
  HTR5A inv ctr = -23
  PKA-R1A act = -8
  DAGLB inhibitor = 4
> O=C(NCc1cc(F)cc(C(F)(F)F)c1)C1CCC(=O)N(C2CCCC2)C1 (stereo unspecified)
  HTR5A ag ctr = 2
  CDK5 p35 inh = 1.0
  AddAB inh = -0.7
  E coli growth = -2.1
  SUMO Mot1 rescue = 5
  phage Ecoli inh = -0.2
  Tat transport = -4
  PKA-R2B activ = -8
  HTR5A inv ctr = -9
  PKA-R1A act = -3
  DAGLB inhibitor = 1
> CCOC(=O)c1cc(C)n(CCc2ccccc2)c1C
  HTR5A ag ctr = -1
  CDK5 p35 inh = 0.0
  AddAB inh = -0.2
  E coli growth = -1.6
  SUMO Mot1 rescue = 423
  phage Ecoli inh = 2.2
  Tat transport = -5
  PKA-R2B activ = -2
  HTR5A inv ctr = 11
  PKA-R1A act = -1
  DAGLB inhibitor = -8
